CRFBP-R2 block: blocks CRF-induced signaling of the CRF-BP/CRF-R2 complex; 350,000 compounds, 0.59% hits; HEK293 CRF-R2/CRF-BP, CRF-induced calcium fluorescence; inhibition, % at 11.8 µM;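 active = inhibition of the ligand-induced calcium signal above about 50% at the single tested concentration, limit read from the data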
CHO-K1 Ca PAM: counter-screen for M1 PAMs: effect in parental CHO-K1 cells; ATP EC20, Fluo-8 calcium fluorescence; 0% at ATP EC20, 100% at ATP max; 360,000 compounds, 0.02% hits; AID 602247; activation, % at 3 µM;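 active = activation above the run cutoff, the mean activation of all test compounds plus 3 SD, cut at about 40% in these data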;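 also: peak over basal fluorescence ratio in a 140 s read after ATP addition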
CHRM5 antagonist: antagonists of human muscarinic M5 receptor (CHRM5). inhibition, % at 3 µM. P08912. 360,000 compounds, 0.59% hits. CHO-hM5 cells, Fluo-8 calcium fluorescence, ACh EC80;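 active = inhibition above a per-plate cutoff, the mean of that plate's test compounds plus 3 SD, cut at about 27% in these data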;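 also: 0% = acetylcholine EC80 with DMSO and 100% = DMSO without agonist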
Target sequence (P08912 whole entry, looked up): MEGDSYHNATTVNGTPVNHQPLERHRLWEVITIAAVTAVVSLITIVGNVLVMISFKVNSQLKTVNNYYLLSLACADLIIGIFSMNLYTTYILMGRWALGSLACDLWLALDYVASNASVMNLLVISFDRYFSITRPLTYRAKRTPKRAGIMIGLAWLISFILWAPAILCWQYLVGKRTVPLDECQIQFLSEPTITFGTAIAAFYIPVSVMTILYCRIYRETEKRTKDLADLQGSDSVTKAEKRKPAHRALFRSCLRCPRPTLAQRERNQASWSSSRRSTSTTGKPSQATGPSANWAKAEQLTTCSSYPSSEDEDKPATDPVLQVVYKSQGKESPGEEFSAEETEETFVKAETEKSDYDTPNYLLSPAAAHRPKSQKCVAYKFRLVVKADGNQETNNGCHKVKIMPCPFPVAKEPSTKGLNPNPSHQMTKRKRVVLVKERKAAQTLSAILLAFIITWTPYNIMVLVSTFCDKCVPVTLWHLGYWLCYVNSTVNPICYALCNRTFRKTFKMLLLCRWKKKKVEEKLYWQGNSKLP
CHRM5 agonist: CHRM5 agonism in calcium assay; P08912; 360,000 compounds, 0.19% hits; AID 624037; CHO-K1 hM5 cells, Fluo-8 calcium fluorescence; 0% DMSO wells, 100% maximal acetylcholine response; activation, % at 3 µM;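 active = activation above the run's mean over test compounds plus 3 SD, cut at about 23% in these data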;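 also: signal is peak over basal fluorescence ratio across the kinetic read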
TAAR1 agonist: human TAAR1 agonism; CHO RD-HGA16 TAAR1, Fluo-8 calcium fluorescence; vehicle wells 0%, saturating PEA agonist 100%; AID 624467; 360,000 compounds, 0.99% hits; Q96RJ0; activation, % at 3 µM;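 active = activation above the mean activation of all test compounds in the run plus 3 SD, cut at about 38% in these data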
Target sequence (Q96RJ0 whole entry, looked up): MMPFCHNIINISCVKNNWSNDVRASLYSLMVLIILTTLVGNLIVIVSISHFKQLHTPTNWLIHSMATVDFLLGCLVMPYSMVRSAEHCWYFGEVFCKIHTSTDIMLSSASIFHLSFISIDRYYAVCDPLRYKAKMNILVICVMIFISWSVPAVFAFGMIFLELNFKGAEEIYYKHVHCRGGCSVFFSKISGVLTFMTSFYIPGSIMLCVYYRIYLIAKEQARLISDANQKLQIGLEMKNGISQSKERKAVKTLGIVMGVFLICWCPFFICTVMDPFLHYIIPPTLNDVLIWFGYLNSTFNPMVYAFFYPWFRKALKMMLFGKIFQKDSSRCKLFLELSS
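Repeats: no replicates (n 1) | Material: CHO-derived RD-HGA16 cells with stable Gα16 and human TAAR1 | Technique: Kinetic Fluo-8 calcium fluorescence | Schedule: 17-24 h seeding, 75 min 37 °C dye, 30 min RT | Evaluation: % activation from peak over basal fluorescence ratio, DMSO-to-PEA scaled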
M5 PAM: potentiates acetylcholine response at human M5 receptor; CHO-K1 hM5, Fluo-8 calcium, ACh EC20 PAM; 0% = ACh EC20, 100% = ACh EC100; 360,000 compounds, 0.3% hits; AID 624038; P08912; activation, % at 3 µM;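 active = activation above the run cutoff, the mean activation of all test compounds plus 3 SD, cut at about 18% in these data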
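System: CHO-K1 cell line with stable human muscarinic M5 receptor expression | Also added: EC20 acetylcholine as agonist stimulus | Compound: One concentration, 3 µM final (nominal) | Timing: Fluo-8 loading 80 min at 37 °C plus 30 min room temperature | Measured by: Fluo-8 calcium dye fluorescence, kinetic read | Read-out basis: % activation, ACh-normalized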
M4 PAM: positive allosteric modulators of human muscarinic M4 receptor | P08173 | CHO-K1 hM4/Gqi5, Fluo-8 calcium fluorescence, ACh EC20; 0% = ACh EC20, 100% = maximal ACh | activation, % at 3 µM | 360,000 compounds, 0.4% hits;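 active = activation above its plate's cutoff, the mean activation of sample wells plus 3 SD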; also: some results filed as inactive read as strong as hits
TAAR1 antag: antagonists of human TAAR1. Q96RJ0. CHO RD-HGA16 TAAR1, Fluo-8 calcium fluorescence, antagonist. inhibition, % at 3 µM. 360,000 compounds, 1.5% hits;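 active = inhibition above a per-plate cutoff, the mean inhibition of test compounds on that plate plus 3 SD, cut at about 49% in these data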;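 also: 0% = DMSO plus EC80 beta-PEA response and 100% = DMSO alone without agonist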
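Test system: hTAAR1-expressing CHO RD-HGA16 cells, Gα16-coupled; Probe or stimulus: EC80 β-phenethylamine stimulus; Compound dosing: single nominal final test compound concentration of 3 µM; Timing: 140 s kinetic read after compound, 140 s after agonist; Signal: Fluo-8 calcium-sensitive fluorescence; Measure: % inhibition of agonist calcium response; Controls: DMSO and EC80 PEA controls.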
CRFBP-R2 agonist: agonists of human CRF-binding protein/CRF-R2 receptor complex; HEK293 CRF-R2/CRF-BP, calcium dye fluorescence (FLIPR); percent of saturating CRF peptide response; activation, % at 13.2 µM; 350,000 compounds, 0.46% hits;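 active = activation of at least 50%, plus an integration ratio under a set limit after plate pattern correction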;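 also: plate controls were neutral control wells without compound for no effect and CRF at EC100 for full effect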
* = called active by the depositor; . = not tested or not shown.

1	CCCNC(=O)C1(C)CCN(C(=O)C2(c3ccc(Cl)cc3)CCCC2)C1 (stereo not drawn)
2	CCC1(CC)NC(=O)N(CC(=O)Nc2ccc(C)cc2C)C1=O
3	NC(=O)c1ccc(NC(=O)CSc2cn(CC(=O)N3CCOCC3)c3ccccc23)cc1
4	CC(C)OCCCN1C(=O)c2[nH]nc(-c3ccccc3O)c2C1c1cccc(Cl)c1 (stereo not drawn)
5	COc1ccc(NC(=O)CSc2nnnn2C2CC3C=CC2C3)cc1 (stereo not drawn)
6	CCOC(=O)c1ccc(CNC(=O)Cn2nnc(-c3ccc(C)cc3)n2)o1
7	COC(=O)Cc1ccc(OC(=O)c2cccc(S(=O)(=O)N3CCN(C)CC3)c2)cc1
8	CC(=O)N1CCN(C(=S)NC(=O)C23CC4CC(CC(C4)C2)C3)CC1

Compound	1	2	3	4	5	6	7	8
CRFBP-R2 block	.	-5	0	-19	-4	-8	1	0
CHO-K1 Ca PAM	-7	29	3	0	22	16	14	13
CHRM5 antagonist	1	-6	-3	-6	-2	-7	4	0
CHRM5 agonist	1	-1	-3	-8	-7	-10	4	2
TAAR1 agonist	0	9	1	6	4	9	1	2
M5 PAM	3	1	12	-10	2	3	-1	15
M4 PAM	1	6	5	-6	6	6	6	9
TAAR1 antag	1	1	-15	6	5	-6	5	-3
CRFBP-R2 agonist	.	-2.8	-0.7	0.8	-1.6	-1.6	1.5	-1.1

9	O=C(O)c1ccc(CNCc2cccc(Cl)c2Cl)cc1
10	Cc1cccc(OCc2nnc(SCC(=O)Nc3ncc(C)s3)o2)c1
11	Cc1cccc(C)c1-n1c(SCC(=O)NCc2ccco2)nc2ccccc2c1=O
12	O=c1cnnc(Nc2ccc(F)cc2)[nH]1
13	COc1cccc(NC(=O)Nc2cc(C(=O)NC(C)C)ccc2N2CC3CC(C2)c2cccc(=O)n2C3)c1 (stereo not drawn)
14	CCc1nnc(NC(=O)CSc2nnc(-c3cccnc3)n2CC)s1
15	CCN(CC)CCNC(=O)c1cc2cc3ccc(OC)cc3nc2o1
16	COc1cccc(NC(=O)Nc2nccc(C)n2)c1

Compound	9	10	11	12	13	14	15	16
CRFBP-R2 block	4	-2	14	-11	-10	4	-2	2
CHO-K1 Ca PAM	18	9	14	-4	12	25	-3	15
CHRM5 antagonist	-13	10	-9	-11	1	-2	9	-4
CHRM5 agonist	-4	0	-6	-2	-3	-11	-1	2
TAAR1 agonist	18	1	7	46*	2	14	1	0
M5 PAM	15	0	-3	4	-5	7	-2	-5
M4 PAM	28*	-6	-1	7	-3	5	-9	0
TAAR1 antag	-7	-3	-2	25	-3	-2	-3	9
CRFBP-R2 agonist	-0.8	-1.8	-5.9	0.8	-2.1	-1.6	0.1	0.4

17	COc1ccc(C(CNC(=O)Cc2ccccc2Cl)N2CCCCC2)cc1 (stereo not drawn)
18	O=C(CCC(=O)N1CCN(c2ccccc2F)CC1)c1ccc(F)cc1
19	Cc1ccc(F)cc1C(=O)N1CCCC(c2cc(C(=O)Nc3ccccc3)no2)C1 (stereo not drawn)
20	O=C(O)CC1Sc2nnc(COc3ccc(Cl)cc3)n2N=C1c1ccccc1 (stereo not drawn)
21	COc1cc(C(=O)Nc2ccccc2N2CCCCC2)cc(OC)c1OC
22	CN(C)S(=O)(=O)c1ccc2c(c1)c(=O)c(C(=O)N1CCN(c3ccccn3)CC1)cn2C
23	O=C(CSc1nc2c(c(=O)n1-c1ccc(Cl)cc1)SCC2)NCc1ccco1
24	O=C(CN1C(=O)CCC1=O)Nc1nc(-c2nc3ccccc3s2)cs1

Compound	17	18	19	20	21	22	23	24
CRFBP-R2 block	-7	-1	.	4	18	31	-7	-13
CHO-K1 Ca PAM	-3	-3	10	0	-3	12	21	16
CHRM5 antagonist	8	13	2	-11	6	4	-6	1
CHRM5 agonist	-7	2	2	0	-3	1	0	6
TAAR1 agonist	-3	0	4	1	6	0	3	14
M5 PAM	-6	-6	0	6	-9	-6	2	-5
M4 PAM	0	20	-4	-4	-5	6	11	-6
TAAR1 antag	8	-9	2	-20	11	16	-15	28
CRFBP-R2 agonist	1.8	-2.5	.	-0.9	-1.4	11	-0.8	0.7

25	CC(NC(=O)C12CC3CC(CC(O)(C3)C1)C2)c1ccc(Cl)cc1Cl (stereo not drawn)
26	CCCN(CCC)CCNC(=O)C1(O)c2ccccc2NC(=O)N1c1cccc(OC)c1 (stereo not drawn)
27	Oc1[nH]c2ccccc2c1N=Nc1c(F)c(F)c(F)c(F)c1F
28	Cc1nn(Cc2ccccc2)c(Cl)c1C(=O)OCc1nnc(-c2ccccc2)o1
29	c1ccc(NCCC2OCC3(CO2)COC(CCNc2ccccc2)OC3)cc1 (stereo not drawn)
30	CCO[C@@H]1OC(C(=O)NCc2nc3ccccc3[nH]2)=C[C@H](c2ccc(C(F)(F)F)cc2)[C@H]1CCCO
31	COc1cc(CCNC2=CC(=O)c3ncccc3C2=O)ccc1O
32	O=C(COc1nncc2ccccc12)Nc1ccc(Br)cc1F

Compound	25	26	27	28	29	30	31	32
CRFBP-R2 block	-8	1	-13	42	-22	-12	2	-2
CHO-K1 Ca PAM	8	-3	11	17	-5	-2	21	6
CHRM5 antagonist	17	3	-2	1	29*	13	-5	12
CHRM5 agonist	-2	-3	1	-9	-1	-10	3	-2
TAAR1 agonist	-1	7	-1	18	2	9	4	2
M5 PAM	0	-4	1	-26	-8	-8	8	-6
M4 PAM	0	-4	8	-6	-2	3	7	8
TAAR1 antag	2	-14	-27	51*	3	-11	-10	3
CRFBP-R2 agonist	0.1	0.7	7.0	-1.3	4.4	19	-0.7	0.1

33	Cc1cc(-c2csc(N)n2)c(C)n1Cc1ccco1
34	Cc1ccc(C2=[N+]([O-])C(C)(C)N(O)C2(C)C)cc1
35	COc1cccc(-n2c(SCC(=O)NC3CCCC3)nnc2-c2ccco2)c1
36	O=C(NCCc1c[nH]c2ccccc12)/C(=C\c1cccnc1)NC(=O)c1ccccc1Br
37	O=C(NCCC1=CCCCC1)C1CCN(S(=O)(=O)c2ccccc2)CC1
38	COc1ccc(C(=O)OCC(=O)NCc2ccco2)cc1OC
39	CC(C)N(Cc1nc(-c2ccccc2)no1)C(=O)c1ccc2c(c1)OCO2
40	Cc1ccc(N2CCN(C(=S)Nc3ccccc3C)CC2)cc1

Compound	33	34	35	36	37	38	39	40
CRFBP-R2 block	-1	15	-8	-8	28	26	-1	10
CHO-K1 Ca PAM	-5	-10	2	-4	30	-1	20	-16
CHRM5 antagonist	-21	-1	-3	14	5	-1	7	-1
CHRM5 agonist	0	-1	-6	3	-2	-1	-2	-3
TAAR1 agonist	-1	11	9	16	0	4	.	1
M5 PAM	-1	10	0	-15	0	2	-1	-8
M4 PAM	-6	11	0	-23	4	-1	7	-1
TAAR1 antag	13	-18	-2	63*	13	14	.	-3
CRFBP-R2 agonist	8.2	-4.2	2.0	-2.5	-4.3	-0.9	0.3	-0.1

Full records, quoted from the list. Screens in order: CRFBP-R2 block, CHO-K1 Ca PAM, CHRM5 antagonist, CHRM5 agonist, TAAR1 agonist, M5 PAM, M4 PAM, TAAR1 antag, CRFBP-R2 agonist
`Cc1cc(-c2csc(N)n2)c(C)n1Cc1ccco1` across the screens: -1, -5, -21, 0, -1, -1, -6, 13, 8.2
`Cc1ccc(C2=[N+]([O-])C(C)(C)N(O)C2(C)C)cc1` across the screens: 15, -10, -1, -1, 11, 10, 11, -18, -4.2
`O=C(NCCc1c[nH]c2ccccc12)/C(=C\c1cccnc1)NC(=O)c1ccccc1Br` across the screens: -8, -4, 14, 3, 16, -15, -23, 63*, -2.5
`O=C(NCCC1=CCCCC1)C1CCN(S(=O)(=O)c2ccccc2)CC1` across the screens: 28, 30, 5, -2, 0, 0, 4, 13, -4.3
`Cc1ccc(N2CCN(C(=S)Nc3ccccc3C)CC2)cc1` across the screens: 10, -16, -1, -3, 1, -8, -1, -3, -0.1

Other entries.
41	Clc1cccc(N2CCN(c3ncnc4nc[nH]c34)CC2)c1
42	COCCN1C(=O)CN(S(C)(=O)=O)CC1(C)C(=O)NCc1ccccc1 (stereo not drawn)
43	CCOC(=O)c1c(C)nc(-c2ccccc2)nc1N
44	Cn1cc(C(=O)N2CCN(c3ccccc3)CC2)c(=O)c2cc(S(=O)(=O)N3CCCC3)ccc21
45	CC(C)C(C(=O)NCc1ccco1)N(CC1CCCO1)C(=O)CNS(=O)(=O)c1ccccc1 (stereo not drawn)
46	CCOc1ncccc1C(=O)OCC(=O)NCCc1ccc(OC)cc1
47	COC(=O)c1ccc(OC)c(CN2CCCN(Cc3cc(C)ccc3C)S2(=O)=O)c1
48	CC(=O)Nc1nnc(SCC(=O)NCc2ccc3c(c2)OCO3)s1
49	CC1(C)OC(C)(C)/C(=C/Nc2ccccc2)C1=O
50	Cc1nc(-c2ccccc2)sc1-c1ccnn1C

Compound	41	42	43	44	45	46	47	48	49	50
CRFBP-R2 block	9	.	1	-1	2	-2	10	15	-3	-5
CHO-K1 Ca PAM	27	.	9	19	15	-3	0	-14	26	23
CHRM5 antagonist	1	3	-4	2	3	5	4	-11	3	8
CHRM5 agonist	-1	0	-1	-5	-1	-2	-8	-2	-2	-2
TAAR1 agonist	2	0	10	2	1	0	-1	0	5	0
M5 PAM	-2	1	1	-3	1	-7	-7	5	0	-3
M4 PAM	1	6	8	5	8	3	-9	3	2	0
TAAR1 antag	4	-11	2	4	4	-6	21	-28	-9	7
CRFBP-R2 agonist	6.2	.	-0.2	0.1	-0.6	-1.3	0.1	-1.7	-3.5	1.9

Source: PubChem BioAssay (several laboratories)
